# Screens deposited in PubChem by National Center for Advancing Translational Sciences (NCATS).
# L3MBTL1 inh: qHTS Assay for the Inhibitors of L3MBTL1. Lethal(3)malignant brain tumor-like protein 1 (Homo sapiens), Q9Y468. AlphaScreen L3MBTL1–H3K9me1 peptide binding. Potency, µM (titrated, usually from 57.1 µM), for inactives: top-dose activity, negative = inhibition, hits mostly inhibitors. 0.66% of 230,000 active. AID 485360, 2010; further: on the % scale 0 is the no-effect control and ±100 the full control effect; nearly all actives have a fitted effect of over 60% in size
#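 AlphaScreen assay: L3MBTL1 (50 nM final) was preincubated 30 min at room temperature with biotinylated H3(1-15)K9me1 peptide (75 nM final), then 30 min with library compounds; streptavidin donor and nickel chelate acceptor beads (10 ug/mL final) added, 30 min dark.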
# SMN2 splice up: qHTS Assay for Enhancers of SMN2 Splice Variant Expression. 2.8% of 210,000 active. Potency, µM (titrated, usually from 46.1 µM), without a hit: at the top dose activity change, positive = activation, usual class: activators. AID 1458, 2008. HEK293 SMN2-luciferase splicing reporter, luminescence, 30-36 h; further: % of control where 0% means no effect; nearly all actives have a fitted effect of over 55% in size
#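 HEK293 cells carry an SMN2 minigene-luciferase reporter in which exon 7 inclusion puts luciferase in frame. Cells were seeded at 2000 cells/well, attached for 10-12 hours, then exposed to compounds for 30-36 hours at 37C before ONE-Glo luminescence.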
# LMNA splice mod: qHTS Assay for Modulators of Lamin A Splicing; Potency, µM (series often up to 46.1 µM), for inactives: top-dose ratio change, negative = inhibition, usual class: inhibitors; HeLa LMNA splicing GFP/RFP minigene ratio, 48 h; AID 1487, 2009; 0.01% of 200,000 active; active means well fitted inhibition curve with a large enough effect in the signal ratio, with a control signal flat, not every such curve was filed as active; inconclusive means small, poorly fitted or top-dose-only effect, or effect the other way, or a change in a side signal; the % refers to the signal ratio; further: on the % scale 0 is the no-effect control and ±100 the full control effect
#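 Read-out is the ratio of GFP to DsRed2 object intensity, acquired by 488 nm laser-scanning cytometry on HeLa lamin A-EGFP minigene reporter cells. Compound incubation 48 hrs at 37 °C in Opti-MEM with 2% FBS; DMSO 0.5% final.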
# KinaseGlo FLuc: Counterscreen for Luciferase (Kinase-Glo TM) Inhibition; 0.28% of 200,000 active; AID 1379, 2008; Potency, µM (highest dose often 38.3 µM), without a hit: top-dose activity change, negative = inhibition, most hits filed as inhibitors; Kinase-Glo luciferase, ATP luminescence, 8 min; further: on the % scale 0 is the no-effect control and ±100 the full control effect; nearly all actives have a fitted effect of over 60% in size
#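 Luminescence was the read-out, taken after 8-minute incubation at ambient temperature. Luciferase turned over luciferin with 10 uM ATP in imidazole pH 7.2 buffer containing KCl, MgCl2, Tween 20 and BSA.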
# Tau fibril ThT: qHTS for Inhibitors of Tau Fibril Formation, Thioflavin T Binding; 2.1% of 270,000 active; recombinant tau K18 P301L (four-repeat tau fragment), heparin-induced fibrillization, ThT fluorescence; Potency, µM (doses to about 57.4 µM), for inactives: top-dose activity, negative = inhibition, usual class: inhibitors; AID 1460, 2008; further: on the % scale 0 is the no-effect control and ±100 the full control effect; nearly all actives have a fitted effect of over 55% in size
#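 In this qHTS, human K18 P301L tau is incubated with compound and heparin for 6 hr at 37 C, and Thioflavin T fluorescence then reports fibril load.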
# RECQ1 helicase: qHTS Assay for Inhibitors of RecQ-Like Dna Helicase 1 (RECQ1); ATP-dependent DNA helicase Q1 (Homo sapiens), P46063; RECQ1 DNA unwinding, red fluorescence kinetic read; Potency, µM (doses to about 57.3 µM), for inactives: at the top dose activity, negative = inhibition, hits mostly inhibitors; 0.54% of 240,000 active; AID 2549, 2010;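 further: plate controls were vehicle for no effect and no enzyme for full effect; nearly all actives have a fitted effect of over 30% in size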
# Target sequence (P46063 whole entry, looked up): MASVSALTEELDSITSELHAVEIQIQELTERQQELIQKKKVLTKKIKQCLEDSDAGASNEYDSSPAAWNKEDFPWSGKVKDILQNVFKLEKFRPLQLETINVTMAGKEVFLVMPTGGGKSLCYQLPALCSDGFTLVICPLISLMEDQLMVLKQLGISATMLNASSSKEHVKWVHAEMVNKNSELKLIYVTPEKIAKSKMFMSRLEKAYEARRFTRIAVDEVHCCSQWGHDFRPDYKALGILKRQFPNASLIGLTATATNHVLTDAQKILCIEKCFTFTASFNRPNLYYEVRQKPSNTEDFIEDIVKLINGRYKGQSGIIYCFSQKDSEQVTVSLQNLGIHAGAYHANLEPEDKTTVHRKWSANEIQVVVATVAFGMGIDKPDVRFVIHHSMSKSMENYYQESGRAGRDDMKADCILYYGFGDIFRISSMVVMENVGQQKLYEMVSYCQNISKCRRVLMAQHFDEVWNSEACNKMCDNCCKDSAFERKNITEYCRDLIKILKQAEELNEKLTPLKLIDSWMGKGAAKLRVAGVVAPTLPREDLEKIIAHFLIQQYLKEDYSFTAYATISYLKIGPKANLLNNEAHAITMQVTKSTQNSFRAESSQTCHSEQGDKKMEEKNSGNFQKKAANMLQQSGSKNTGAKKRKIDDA
#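 RECQ1T1 50 nM; forked duplex (20 bp + 30-nt ss tails) 200 nM, ATP 2 mM final; pH 8.0, 2 mM MgCl2, 2.5 ug/ml poly(dI-dC); 15 min compound preincubation; discontinuous kinetic read over 2 h at RT.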
# ALDH1A1 block: qHTS Assay for Inhibitors of Aldehyde Dehydrogenase 1 (ALDH1A1) | Aldehyde dehydrogenase 1A1 (Homo sapiens), P00352 | Purified ALDH1A1, NADH fluorescence, propionaldehyde substrate | Potency, µM (titrated, usually from 75.3 µM), without a hit: top-dose activity, negative = inhibition, most hits filed as inhibitors | 7.3% of 220,000 active | AID 1030, 2008; active means well fitted inhibition curve with a large enough effect, not every such curve was filed as active; inconclusive means small, poorly fitted or top-dose-only effect, or another doubt; inactive means no such curve, though single readings can be large or run the other way;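 further: plate controls were no enzyme wells and a reference inhibitor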
# JMJD2E inh: qHTS Assay for Inhibitors of Human Jumonji Domain Containing 2E (JMJD2E) | Lysine-specific demethylase 4E (Homo sapiens), B2RXH2 | JMJD2E catalytic domain, FDH-coupled NADH fluorescence (FDH is formaldehyde dehydrogenase) | Potency, µM (doses to about 57.1 µM), for inactives: top-dose activity change, negative = inhibition, usual class: inhibitors | 1.6% of 230,000 active; active means well fitted inhibition curve with a large enough effect, not every such curve was filed as active; inconclusive means small, poorly fitted or top-dose-only effect, or another doubt; inactive means no such curve, though single readings can be large or run the other way;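 further: 0% = wells with enzyme and -100% = buffer wells without enzyme; nearly all actives have a fitted effect of over 50% in size; many of its hits are not listed in these tables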
# Target sequence (B2RXH2 1-337 limits assumed): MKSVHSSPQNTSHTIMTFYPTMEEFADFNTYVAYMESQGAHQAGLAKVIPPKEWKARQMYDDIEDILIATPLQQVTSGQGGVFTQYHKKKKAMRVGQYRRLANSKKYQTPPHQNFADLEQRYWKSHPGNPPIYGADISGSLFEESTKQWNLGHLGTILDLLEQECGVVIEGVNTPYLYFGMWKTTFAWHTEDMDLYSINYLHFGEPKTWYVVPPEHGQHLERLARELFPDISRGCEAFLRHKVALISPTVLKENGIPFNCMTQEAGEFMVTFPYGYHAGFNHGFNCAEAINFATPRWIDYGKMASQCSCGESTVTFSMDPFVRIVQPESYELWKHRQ
# * = called active by the depositor; i = inactive; ? = inconclusive; · = no result given; [ ] = remark or other dose. Unless noted, the call rests on the fitted dose curve; in most records, active means well fitted curve in the direction sought with a large enough effect; inconclusive means small, poorly fitted or top-dose-only effect, or another doubt; inactive means no such curve, though single readings can be large; an effect the other way counts as inactive or inconclusive. Potency means the concentration at half of the fitted maximal effect.
SMILES,L3MBTL1 inh,SMN2 splice up,LMNA splice mod,KinaseGlo FLuc,Tau fibril ThT,RECQ1 helicase,ALDH1A1 block,JMJD2E inh
O=C(NC(Cc1ccc2c(c1)OCO2)C(=O)N1CCCC1C(=O)O)c1ccccc1 (stereo unspecified),0%,-13%,4%,-2%,-10%,-2%,12%,1%
COC(=O)C1=CN(CCCN2CCCC2=O)C=C(C(=O)OC)C1c1ccccc1C(F)(F)F,3%,-2%,-16%,-4%,-1%,-16%,?,?
COc1ccc(C(=O)Nc2ccc(N3CCOCC3)cc2)cc1OC,5%,9%,7%,?,?,i,?,2%
O=C(CCC1CCCN(Cc2ccc(O)c(Cl)c2)C1)NCc1ccccc1F (stereo unspecified),2%,·,·,1%,-13%,i,-8%,6%
Cc1nc2nc(C)c(CCC(=O)O)c(C)n2n1,·,-19%,6%,6%,-7%,-2%,11%,?
O=C(CSc1nnc(CCc2ccccc2)n1-c1ccc(Cl)cc1)NCc1ccccc1,·,-30%,3%,-2%,-8%,-7%,?,-2%
CC1(C)CC(=O)C=C(NCCc2c[nH]c3ccccc23)C1,-7%,·,6%[46 µM],·,-15%,i,?,-12%
CC(=O)Nc1cccc(N/C=C(\C=O)c2nc3ccccc3o2)c1,-13%,?,-6%,-3%,?,-6%,-14%,?
O=C(C1CCCCC1)N1CCC(CO)(Cc2ccccc2Cl)CC1,2%,-8%,-1%[46 µM],3%,-5%,i,?,-2%
O=C(CSc1nc2ccc([N+](=O)[O-])cc2[nH]1)c1ccc2ccccc2c1,-1%,-25%,?,-1%,?,-6%,?,7%
CCC(C)Sc1nnc(CNC(=O)C23CC4CC(CC(C4)C2)C3)n1C1CCCCC1 (stereo unspecified),7%,-25%,-5%,2%,-11%,-2%,18%,7%
O=C(COC(=O)/C=C/C(=O)N1CCN(c2ccccc2)CC1)NCc1ccc(F)cc1,0%,4%,-16%[46 µM],1%,-4%,-1%,14%,12%
CCOC(=O)c1cc2oc(C)cc2n1CC(=O)OC1CCCCC1,-12%,11%,13%,0%,-11%,-3%,?,-22%
c1ccc(Cc2noc(CN3CCCN(C4Cc5ccccc5C4)CC3)n2)cc1,-14%,·,?,0%,-6%,-7%,1%,-16%
Cc1ccc2nc(-c3ccccn3)cc(C(=O)N3CCN(c4ncccn4)CC3)c2c1,-3%,13%,0%,0%,-7%,0%,6%,-1%
CC(C(=O)NC(=O)NC1CCCCC1)N1CCN(c2ccccn2)CC1 (stereo unspecified),-1%,-12%,?,0%,-6%,-10%,9%,-1%
O=C(CCC1CCCC1)Nc1ccccc1-c1ccccc1,26%,-10%,-10%,1%,-18%,-12%,20µM*,14%
CCSc1nnc(NC(=O)CSc2nc(C)cc(C)n2)s1,·,0%,?,-3%,-3%,-12%,5%,8%
Cc1cc(=O)oc2cc(OC(C)C(=O)N3CCCc4ccccc43)ccc12 (stereo unspecified),·,19%,-3%,1%,-7%,-12%,?,?
Cc1ccc(/C=N/NC(=O)Cc2cccs2)o1,29%,2%,-12%,0%,-1%,-2%,13µM*,-4%
Cc1cc(C(=O)c2ccccc2)nc2ccccc12,·,3%,4%,-7%,-9%,-7%,?,-13%
Cc1ccnc(N2C(=O)c3ccccc3C2Nc2ccc3c(c2)OCCO3)c1 (stereo unspecified),-21%,-7%,-1%,-3%,-16%,-11%,-6%,4%
COc1ccc(Cc2nc3ccccc3n2CC(=O)N/N=C/c2ccc(O)cc2)cc1OC,4%,·,-8%,·,0%,-1%,-5%,9%
CCOc1cccc(C(=O)Nc2cccc(NC(=O)c3ccco3)c2)c1,·,-6%,?,-2%,?,-16%,7%,1%
CCc1ccccc1NC(=O)Nc1cccs1,·,·,·,·,-8%,i,0%,3%
CC(=O)c1cccc(NC(=O)COC(=O)CCc2ccc(S(=O)(=O)N3CCOCC3)cc2)c1,1%,1%,7%[46 µM],1%,-1%,?,-15%,14%
COc1ccc(C(=O)N2CCC[C@@]3(CCN(C(=O)NC(C)C)C3)C2)cc1,·,-5%,·,0%,·,-28%,9%,·
CN1CCN(C(=O)c2cc(COc3ccc(F)cc3Cl)on2)CC1c1ccccc1 (stereo unspecified),-2%,·,·,1%,-16%,-5%,-3%,4%
COC(=O)CN1C(=O)N/C(=C/c2cc(Cl)c(OC)c(OC)c2)C1=O,·,-12%,·,2%,-6%,i,4µM*,?
Cc1ccc(C)c(-n2cc(CNC(C)Cn3cncn3)c(-c3ccccc3)n2)c1 (stereo unspecified),-5%,·,·,·,0%,-17%,·,11%
COc1ccc(-c2noc(CCC(=O)N3CCC(C)CC3)n2)cc1,·,-4%,-22%,-4%,-10%,i,?,-3%
Cc1ncc([N+](=O)[O-])n1CCOC(=O)c1ccccc1,10%,6%,-6%,-1%,-5%,-10%,2%,7%
O=C(Nc1nc(-c2ccccn2)cs1)C1COc2ccccc2O1 (stereo unspecified),11µM*,-119%[inhibitor],?,3%,2%,3%,6%,7%
O=C(NCc1ccccn1)c1cc(-c2ccccc2)on1,·,?,-20%,1%,-3%,-3%,-14%,-2%
O=C(NC(=S)N1CCN(C2CCCCC2)CC1)c1ccccc1,6%,6%,·,1%,-1%,10%,4%,-2%
Clc1ccc2oc(-c3ccccn3)nc2c1,·,16µM*,-2%,?,9%,-6%,?,?
O=C(CSc1nc2ccccc2c(=O)n1CCCN1CCOCC1)Nc1cccc(S(=O)(=O)N2CCCCCC2)c1,-15%,-44%,?,0%,-4%,-2%,-6%,2%
CCNC(=O)CC1C(=O)N(c2ccc(F)cc2)C(=O)N1CCc1sccc1C (stereo unspecified),·,-7%,?,1%,-6%,i,1%,0%
CCN(CC)S(=O)(=O)c1ccc(C(=O)OCn2c(SC)nnc(C)c2=O)cc1,1%,6%,15%,-3%,2%,-8%,-14%,4%
Cc1ccc(OCC(=O)N2CCN(S(=O)(=O)c3ccc(Cl)cc3)CC2)c([N+](=O)[O-])n1,-4%,·,-2%,·,-3%,-1%,?,-3%
Cc1cc(C)cc(NC(=O)C(c2ccccc2)N2CCCC2)c1 (stereo unspecified),0%,-14%,-5%,-4%,3%,0%,3%,4%
Cc1nc2ccccc2c2c1C(=O)N(C(C)C)C2=O,·,29%,-5%,3%,-12%,-1%,-3%,-1%
CC(C)c1ccc(-c2nnn(Cc3nc4ccccc4s3)n2)cc1,34%[activator][11.4 µM],?,?,1%,?,-3%,6%,1%
COCCOC(=O)c1c(C)oc2cc(Br)c(OCC(N)=O)cc12,3%,-10%,-10%,-1%,-10%,-17%,7%,-5%
O=c1[nH]c(-c2ccc(F)cc2)nc2c1sc(=S)n2-c1ccccc1,7%,-32%[inhibitor],?,3%,-1%,-5%,?,0%
O=C(Nc1cccnc1)c1ccc(Oc2ccccc2)cc1,4%,-5%,?,-11%,-7%,?,4%,0%
O=S(=O)(c1ccccc1)N1CCN(c2ccnc3cc(Cl)ccc23)CC1,-13%,-103%[inhibitor],·,0%,-7%,i,?,?
CC(=O)c1c(COC(=O)c2ccccc2)nc2ccccc2[n+]1[O-],·,-8%,-5%,-2%,?,i,?,-4%
C[C@@H](C(=O)Nc1ccc2ccccc2c1)[C@@H]1C[C@@]1(C)[C@@H](NS(=O)(=O)c1ccccc1)c1ccccc1,·,-26%,·,1%,-14%,-18%,-2%,9%
Clc1ccc(CNC23CN4CN(CN(C4)C2)C3)c(Cl)c1,-1%,-3%,9%,3%,4%,-1%,9%,6%
c1coc(-c2nc3c([nH]2)CCc2nonc2-3)c1,·,6%,2%,-7%,-1%,i,2.8µM*,?
CCN1C(=O)c2cccc3c(S(=O)(=O)NCc4ccco4)ccc1c23,1%,?,-27%,-2%,-10%,-1%,?,?
O=S(=O)(NC1=NCCCCC1)c1ccc(Cl)cc1,7%,4%,4%[46 µM],3%,-5%,i,6%,-4%
COc1ccc(/C=C/C(=O)NCCc2ccc(OC)c(OC)c2)cc1,12%,-3%[1.84 µM],-14%,-1%,?,-2%,4%,-4%
CC(C)NC(=O)CN(C)S(=O)(=O)c1ccc(F)cc1,3%,3%,4%,-3%,-4%,i,1%,4%
O=C(COC(=O)C1CC1)Nc1ccc2[nH]c(=O)[nH]c2c1,-7%,17%,?,3%,-16%,i,?,0%
COCCNc1nc2c(c(=O)n(C)c(=O)n2C)n1Cc1cccc(C(F)(F)F)c1,-7%,-30%,?,3%,-5%,-13%,15%,1%

# Four entries from above, with bars between the fields.
molecule | L3MBTL1 inh | SMN2 splice up | LMNA splice mod | KinaseGlo FLuc | Tau fibril ThT | RECQ1 helicase | ALDH1A1 block | JMJD2E inh
O=S(=O)(c1ccccc1)N1CCN(c2ccnc3cc(Cl)ccc23)CC1 | -13% | -103%[inhibitor] | · | 0% | -7% | i | ? | ?
O=C(Nc1cccnc1)c1ccc(Oc2ccccc2)cc1 | 4% | -5% | ? | -11% | -7% | ? | 4% | 0%
COCCNc1nc2c(c(=O)n(C)c(=O)n2C)n1Cc1cccc(C(F)(F)F)c1 | -7% | -30% | ? | 3% | -5% | -13% | 15% | 1%
O=c1[nH]c(-c2ccc(F)cc2)nc2c1sc(=S)n2-c1ccccc1 | 7% | -32%[inhibitor] | ? | 3% | -1% | -5% | ? | 0%

# These rows are one share of the data (hit frequency here may not be typical).
